From PubChem
CHO parental Ca – counter-screen: ATP calcium response change in parental CHO cells. parental CHO-K1, ATP-induced calcium, Fluo-8 fluorescence. inhibition, % at 5.6 µM. hit rate 0.63% among 330,000;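 active means inhibition above that plate's mean sample inhibition plus 3 SD, cut at about 26% in these data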;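 further: 0% = ATP-challenged DMSO wells and 100% = DMSO wells without ATP; some compounds past the cut are filed as inactive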
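Material – parental CHO cells · Reagent – ATP stimulus · Compound – single nominal dose of 5.6 µM per compound · Detection – Fluo-8 fluorescence · Read-out basis – percent inhibition of calcium signal · Controls – ATP-challenged DMSO wells low, unchallenged DMSO wells high · Repeats – no replicates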
V1aR counter – activates human V1a receptor in oxytocin agonist counter-screen. CHO-V1R cells, Fluo-8 calcium fluorescence, agonist mode; 0% DMSO, 100% 3 nM vasopressin. activation, % at 3 µM. hit rate 0.25% among 320,000. AID 2797;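 active means activation above the mean activation of all tested compounds plus 3 SD, per screening run, cut at about 20% in these data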;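 further: signal is peak over basal fluorescence ratio across a 100 second FLIPR read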
CHO-K1 Ca ag – counter-screen for M1 agonists: effect in parental CHO-K1 cells; Fluo-8 calcium fluorescence; scaled to maximal ATP response, vehicle zero; activation, % at 3 µM; hit rate 0.48% among 360,000; AID 602248; in the data active means activation above about 15%;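 further: untransfected CHO-K1 host cells lacking M1 receptor as counterscreen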
TAAR1 ag – human TAAR1 agonism; Q96RJ0; CHO RD-HGA16 TAAR1, Fluo-8 calcium fluorescence; vehicle wells 0%, saturating PEA agonist 100%; activation, % at 3 µM; hit rate 0.99% among 360,000; AID 624467;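 active means activation above the mean activation of all test compounds in the run plus 3 SD, cut at about 38% in these data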
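Test system: RD-HGA16 (CHO) cells co-expressing Gα16 and hTAAR1 | Doses: Single dose, 3 µM | Schedule: 17-24 h seeding, 75 min 37 °C dye, 30 min RT | Evaluation: % activation from peak over basal fluorescence ratio, DMSO-to-PEA scaled | Technique: Kinetic Fluo-8 calcium fluorescence | Benchmarks: Low control DMSO, high control PEA (EC100)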
CHRM1 agonist – activates human CHRM1 receptor. P11229. CHO-K1 hM1, Fluo-8 calcium fluorescence, agonist mode; 0% DMSO, 100% acetylcholine EC100. activation, % at 3 µM. hit rate 0.33% among 360,000. AID 588814;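 active means activation above the run's mean compound activation plus 3 SD, cut at about 16% in these data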;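 further: peak over basal fluorescence ratio within a 140 s kinetic read after compound addition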
Target sequence (P11229 whole entry, looked up): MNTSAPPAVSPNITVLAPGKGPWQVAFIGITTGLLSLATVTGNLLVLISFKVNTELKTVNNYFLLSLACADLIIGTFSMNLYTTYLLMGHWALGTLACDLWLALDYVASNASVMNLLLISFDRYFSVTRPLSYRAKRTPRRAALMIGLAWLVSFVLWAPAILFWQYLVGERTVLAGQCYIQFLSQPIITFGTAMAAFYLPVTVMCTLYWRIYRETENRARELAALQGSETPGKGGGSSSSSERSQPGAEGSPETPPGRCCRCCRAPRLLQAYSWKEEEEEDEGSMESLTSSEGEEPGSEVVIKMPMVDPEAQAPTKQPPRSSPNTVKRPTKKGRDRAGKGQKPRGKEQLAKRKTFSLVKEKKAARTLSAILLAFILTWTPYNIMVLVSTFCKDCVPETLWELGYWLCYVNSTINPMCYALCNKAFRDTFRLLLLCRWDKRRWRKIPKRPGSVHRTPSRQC
OXTR potentiator – human OXTR potentiation. CHO-OTR cells, Fluo-8 calcium fluorescence, potentiator mode; 0% = oxytocin EC15, 100% = EC100. activation, % at 3 µM. hit rate 0.061% among 320,000. P30559;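 active means activation above that plate's cutoff, the mean activation of tested compounds plus 3 SD, cut at about 6.6% in these data, passing the limit was not always enough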;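 further: 100% uses oxytocin at 75 nM as the full agonist control; some results filed as inactive read as strong as hits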
Target sequence (P30559 whole entry, looked up): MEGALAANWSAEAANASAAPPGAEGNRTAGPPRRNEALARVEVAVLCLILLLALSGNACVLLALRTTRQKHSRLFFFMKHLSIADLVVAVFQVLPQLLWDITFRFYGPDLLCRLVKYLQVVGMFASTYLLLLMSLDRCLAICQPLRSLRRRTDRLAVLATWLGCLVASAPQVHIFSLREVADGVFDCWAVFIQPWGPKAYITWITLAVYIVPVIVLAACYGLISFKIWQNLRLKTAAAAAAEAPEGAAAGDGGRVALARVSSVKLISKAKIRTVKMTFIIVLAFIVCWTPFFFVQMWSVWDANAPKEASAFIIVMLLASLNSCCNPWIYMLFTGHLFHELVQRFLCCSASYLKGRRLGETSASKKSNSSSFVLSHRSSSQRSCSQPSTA
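Dosing: Single dose, 3.0 µM nominal final compound concentration | Material: Human OTR in CHO cells | Technique: Kinetic Fluo-8 calcium fluorescence | Benchmarks: EC15 oxytocin alone as 0%, 75 nM oxytocin as 100% | Probe or stimulus: Oxytocin at about EC15, sub-maximal agonist stimulus | Incubation: Compound 6 min at room temperature before oxytocin, 100 s read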
M1 PAM parental – counter-screen for M1 PAMs: effect in parental CHO-K1 cells; ATP EC20, Fluo-8 calcium fluorescence; 0% at ATP EC20, 100% at ATP max; hit rate 0.02% among 360,000; AID 602247; activation, % at 3 µM;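 active means activation above the run cutoff, the mean activation of all test compounds plus 3 SD, cut at about 40% in these data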;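 further: peak over basal fluorescence ratio in a 140 s read after ATP addition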
CHO-K1 Ca antag – M1 antagonist counterscreen hit in parental CHO-K1 cells. AID 602250. ATP-induced calcium, Fluo-8 fluorescence. hit rate 0.6% among 360,000. inhibition, % at 3 µM;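 active means inhibition above a per-plate cutoff, the plate's mean sample inhibition plus 3 SD, cut at about 24% in these data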;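 further: 0% = DMSO plus EC80 ATP and 100% = DMSO alone without ATP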
TAAR1 antagonist – antagonists of human TAAR1; Q96RJ0; CHO RD-HGA16 TAAR1, Fluo-8 calcium fluorescence, antagonist; inhibition, % at 3 µM; hit rate 1.5% among 360,000; AID 624466;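 active means inhibition above a per-plate cutoff, the mean inhibition of test compounds on that plate plus 3 SD, cut at about 49% in these data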;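 further: 0% = DMSO plus EC80 beta-PEA response and 100% = DMSO alone without agonist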
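Material: CHO RD-HGA16 cells bearing hTAAR1; compound dosing: one-point dosing, 3 µM nominal final; schedule: dye loading 75 min at 37 °C, then 30 min room temperature; measured by: calcium fluorescence with Fluo-8; control set: vehicle and agonist controls; replication: n of 1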
An asterisk follows results filed as active; · = not tested or not shown.

SMILES | CHO parental Ca | V1aR counter | CHO-K1 Ca ag | TAAR1 ag | CHRM1 agonist | OXTR potentiator | M1 PAM parental | CHO-K1 Ca antag | TAAR1 antagonist
O=C(CNC(=O)c1ccccc1)N=Nc1c(O)[nH]c2ccc(Br)cc12 | -3 | -0.8 | 0.1 | -3 | -3 | -8 | 9 | -12 | 2
Cc1ccc(Nc2nc3nonc3[nH]c2=O)cc1 | 10 | 2.8 | 3.3 | 7 | 0 | -11 | 24 | -20 | 0
CC(OC(=O)Cn1cnc2c1c(=O)n(C)c(=O)n2C)C(=O)NC1CCCCC1C (centres undefined) | -4 | 0.7 | 0.5 | 0 | -3 | -1 | -1 | -1 | -16
COc1cc(-c2nn3c(-c4cccc(C)c4)nnc3s2)cc(OC)c1OC | -9 | -0.1 | 0.8 | 15 | -1 | -3 | -6 | -6 | -3
O=C(Nc1ccc(NC(=O)c2ccc(Cl)c(S(=O)(=O)N3CCOCC3)c2)cc1)c1ccccc1 | -6 | 0.9 | 2.9 | 12 | -4 | -5 | 18 | -12 | 38
CCCCOC(=O)c1ccc(NC(=O)COC(=O)CSc2nc(C)cc(C)n2)cc1 | -1 | 4.2 | 5.0 | 5 | -5 | -11 | 11 | 5 | 0
CC(=O)Nc1ccc(N2N=C(C)C(N=Nc3ccccc3)C2=O)cc1 (centres undefined) | -14 | 0.0 | 0.0 | 0 | -2 | -12 | 1 | 9 | -11
COc1cc2cc(CN(Cc3cccnc3)C(=O)Nc3ccccc3F)c(=O)[nH]c2cc1OC | -16 | -0.3 | 1.0 | 5 | -2 | -12 | -14 | -5 | 10
Cc1cc(-n2nnc3ccccc32)nc2ccccc12 | -27 | -1.3 | 0.2 | 10 | -6 | 0 | 5 | -4 | 0
Cc1cc(-c2n[nH]c(=S)n2/N=C/C=C/c2ccccc2)n[nH]1 | -5 | 0.3 | -0.2 | 1 | -8 | -2 | -11 | 11 | 5
Cn1nnc2c(NCc3ccco3)nccc21 | -7 | 0.3 | 0.5 | 10 | -3 | -15 | 13 | -2 | -1
CCC(=O)c1ccc(OCC(=O)OCC(=O)Nc2cccc(S(=O)(=O)N3CCCC3)c2)cc1 | -19 | 9.2 | 6.3 | 12 | -4 | -8 | 4 | -15 | 13
COc1ccc(S(=O)(=O)N2CN3CCN(C3)C2)cc1 | 2 | 1.5 | 0.1 | 1 | -2 | 3 | 6 | -1 | 1
CCOC(=O)c1ccc(N=Nc2c(C)[nH]n(-c3ccccc3)c2=O)cc1 | -6 | -0.4 | 0.1 | 11 | 0 | -4 | 15 | -1 | -7
CCn1c2ccccc2c2cc(NC(=O)C(C)C)ccc21 | -21 | -1.6 | -0.3 | -3 | -8 | 3 | 1 | -12 | 3
O=C(CSc1nnc(-c2cccs2)n1-c1ccccc1)N1CCCC1 | -9 | -0.2 | 1.0 | 11 | -4 | -2 | 6 | -22 | 0
CN1CCN(S(=O)(=O)c2ccc(NC(=S)NC(=O)C(C)(C)C)cc2)CC1 | -13 | 0.9 | 0.4 | 9 | -12 | -6 | 8 | 0 | -3
Clc1ccc(CN=C2Nc3ccccc3CS2)cc1 | -7 | -0.9 | 0.3 | 8 | -5 | -7 | 2 | -6 | 18
COc1ccc(C(=O)OCC(=O)Nc2ccc(OC)c(S(=O)(=O)N3CCCCC3)c2)cc1[N+](=O)[O-] | · | · | 3.0 | 2 | -4 | · | 4 | -8 | -23
C/C(=C(\C#N)C(=O)NC1CCCCC1)N(C)C | 2 | 1.0 | 0.6 | 4 | 2 | -12 | 12 | -4 | 3
CCN(c1cccc(C)c1)c1nc2ccsc2c(=O)s1 | -27 | -1.0 | -0.4 | 3 | -3 | -13 | -6 | 18 | -8
COc1ccc(CNC(=O)C2CCN(C(=O)[C@@H](CC(C)C)NC(=O)OC(C)(C)C)CC2)cc1 | · | · | -0.1 | 7 | -4 | · | 8 | -3 | -10
O=C(COC(=O)c1ccncc1)c1ccc(Cl)c(Cl)c1 | -20 | 1.4 | 0.5 | 1 | -1 | -6 | 15 | -16 | -20
CCCCN(C(=O)c1ccc(Cl)cc1)C1CC2CCC(C1)N2C (centres undefined) | -7 | -0.2 | 0.8 | 3 | -10 | -2 | -10 | 12 | -7
COCCN(C(=O)CSc1nnc(-c2ccccc2C)n1C)c1c(N)n(Cc2ccccc2)c(=O)[nH]c1=O | -9 | -0.5 | -0.3 | 1 | -2 | -5 | 4 | -10 | 3

Reprinted from the part before: two entries, followed by the next part.
SMILES | CHO parental Ca | V1aR counter | CHO-K1 Ca ag | TAAR1 ag | CHRM1 agonist | OXTR potentiator | M1 PAM parental | CHO-K1 Ca antag | TAAR1 antagonist
CCCCN(C(=O)c1ccc(Cl)cc1)C1CC2CCC(C1)N2C (centres undefined) | -7 | -0.2 | 0.8 | 3 | -10 | -2 | -10 | 12 | -7
COCCN(C(=O)CSc1nnc(-c2ccccc2C)n1C)c1c(N)n(Cc2ccccc2)c(=O)[nH]c1=O | -9 | -0.5 | -0.3 | 1 | -2 | -5 | 4 | -10 | 3
O=C(Nc1ccc(S(=O)(=O)Nc2nccs2)cc1)c1cc(=O)[nH]c2ccccc12 | -7 | 1.2 | 0.5 | 5 | -3 | -5 | 16 | -2 | 6
CS(=O)(=O)N(CC(=O)N1CCN(c2ccccc2)CC1)c1ccccc1Cl | -8 | 0.1 | 1.8 | 13 | -3 | -1 | 14 | -3 | -7
CC(C)N1CCN(CC2COc3ccccc3O2)CC1 (centres undefined) | 3 | 0.8 | 1.4 | 0 | -6 | -13 | 4 | -9 | -3
Cc1c(C(=O)O)sc2nc(/C=C/c3ccccc3OC(F)F)[nH]c(=O)c12 | 2 | 1.1 | 0.4 | 0 | -9 | -14 | 12 | -11 | -9
CCOC(=O)C1CCN(C(=O)CC(C)S(=O)(=O)c2ccc3c(c2)NC(=O)CO3)CC1 (centres undefined) | -15 | 3.5 | 2.6 | 3 | -2 | -4 | -24 | -3 | 1
COc1ccc(C(=O)NN2C(=O)C3C4C=CC(O4)C3C2=O)cc1 (centres undefined) | -6 | 0.6 | -0.1 | 6 | -1 | -15 | 12 | 4 | 3
CCc1nc2ccc(C(=O)N(CC)CCN(C)C)cn2c1N(CC)CCOC | · | · | 0.3 | 1 | -8 | · | 10 | -14 | -20
Cc1ccc(CN2CC(C(=O)NCCCn3nc(C)cc3C)CC2=O)cc1 (centres undefined) | · | · | 0.6 | 0 | -4 | · | 6 | -1 | 2
Fc1ccc(C2=NN(c3ccccc3)C(c3ccco3)C2)cc1 (centres undefined) | -19 | -0.6 | -0.4 | 4 | -4 | -12 | 2 | -6 | -11
CCOc1ccc(/C=C/C(=O)CCC(=O)O)cc1 | -6 | 0.8 | -0.2 | 7 | -2 | 4 | 16 | -6 | 3
COc1ccc(C(=O)NC2CC(C)(C)Cc3c2cnn3-c2ccccc2)c(OC)c1 (centres undefined) | -27 | -0.4 | -0.1 | -1 | -6 | -9 | 14 | -14 | -26
O=C1c2ccccc2NC(c2ccccn2)N1NS(=O)(=O)c1ccccc1 (centres undefined) | -16 | -1.2 | 0.2 | 2 | 0 | -23 | -4 | 12 | 1
COc1ccc(NC(=O)[C@H](C)NC(=O)C2CCN(S(=O)(=O)c3ccc(OC)cc3)CC2)cc1 | -44 | 0.8 | -1.2 | 7 | -3 | -10 | 1 | -17 | -53
COc1ccc(OC)c(Nc2nc(N)c([N+](=O)[O-])c(NCc3ccccc3)n2)c1 | -2 | -0.8 | 2.4 | 1 | -2 | 7 | 3 | -1 | -20
CCOc1ccc(CNC(=O)c2cc3oc4ccccc4c3n2C)cc1 | -18 | 0.6 | -0.2 | 5 | -3 | -12 | 1 | 4 | 9
O=C(CCn1c(=O)oc2ccccc21)Nc1ccon1 | -1 | 1.4 | 0.4 | 8 | -4 | -6 | 16 | -14 | -7
O=C(Cc1cccs1)Nc1ccon1 | 6 | 0.3 | 0.7 | 10 | -3 | 2 | 20 | 1 | 6
O=[N+]([O-])c1ccc(N(CC(O)CN2CCCCC2)S(=O)(=O)c2ccccc2)cc1 (centres undefined) | -16 | -0.3 | 1.5 | 1 | -11 | -6 | -3 | -1 | -4
CC(C)c1nnc(NC(=O)CC(C)c2ccccc2)s1 (centres undefined) | -9 | -0.4 | 1.1 | 2 | -7 | -4 | 18 | -7 | -44
Cc1ccc(S(=O)(=O)Nc2ccccc2CNc2cccc(C)n2)cc1 | -9 | -1.3 | -0.1 | 7 | -7 | -7 | 2 | 2 | -20
COc1ccccc1C(=O)NC(C(=O)NCCc1nc2ccccc2[nH]1)=C(C)C | -12 | -1.4 | -0.1 | 4 | -2 | -7 | 1 | -10 | -18
O=C1NCC(=O)N2C(c3ccccc3)c3[nH]c4ccccc4c3C[C@@H]12 (some centres undefined) | -19 | 1.4 | 0.8 | 2 | -3 | -8 | 10 | -8 | 2
COc1ccc(-n2c(SCC(=O)Nc3ccccc3OC)nc(O)cc2=O)cc1 | 0 | 0.8 | 0.1 | 10 | 0 | -4 | -6 | -3 | 0
CC(C)(C)NC(=O)NC(=O)CN1CCCCCCC1 | 5 | -1.1 | 0.0 | 5 | -3 | -13 | -5 | -4 | 15

Random excerpt: three compounds from above.
SMILES | CHO parental Ca | V1aR counter | CHO-K1 Ca ag | TAAR1 ag | CHRM1 agonist | OXTR potentiator | M1 PAM parental | CHO-K1 Ca antag | TAAR1 antagonist
Cn1nnc2c(NCc3ccco3)nccc21 | -7 | 0.3 | 0.5 | 10 | -3 | -15 | 13 | -2 | -1
O=C(CSc1nnc(-c2cccs2)n1-c1ccccc1)N1CCCC1 | -9 | -0.2 | 1.0 | 11 | -4 | -2 | 6 | -22 | 0
COc1ccc(C(=O)NC2CC(C)(C)Cc3c2cnn3-c2ccccc2)c(OC)c1 (centres undefined) | -27 | -0.4 | -0.1 | -1 | -6 | -9 | 14 | -14 | -26
